Casp6 inh = inhibitors of human caspase-6; inhibition, % at 12.5 µM; 0.53% of 350,000 active; P55212; purified caspase-6, Z-VEID-R110 cleavage fluorescence; AID 686996;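 active = mean inhibition across replicates at least about 35%, with every replicate also reaching that limit, limit read from the data; inconclusive = only one of the two criteria met; inactive = neither criterion met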;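 also: 0% = median of neutral control wells and 100% = no fluorescence left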
Target sequence (P55212 24-179 limits assumed): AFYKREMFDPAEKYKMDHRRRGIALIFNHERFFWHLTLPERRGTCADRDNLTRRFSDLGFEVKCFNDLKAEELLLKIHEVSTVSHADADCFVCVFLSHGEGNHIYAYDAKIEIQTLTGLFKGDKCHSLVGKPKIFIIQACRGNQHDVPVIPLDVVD
Target sequence (P55212 194-293 limits assumed): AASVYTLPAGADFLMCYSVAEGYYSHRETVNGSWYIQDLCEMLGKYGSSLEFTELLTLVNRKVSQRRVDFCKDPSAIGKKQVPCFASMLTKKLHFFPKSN
DENV2 CPE = DENV2-induced cell death inhibition; AID 651640; CPE inhibition, % at 9.99 µM; DENV2-infected cells, cytopathic effect rescue, plate reader; 1.7% of 350,000 active; in the data active = CPE inhibition above about 20%, passing the limit was not always enough; inconclusive = no clear call, values can overlap the other calls; tested in BHK-21 cells;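 also: 0% = median of neutral control wells and 100% = median of positive control wells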
LGR2 antag = blocks bursicon-induced cAMP signaling via Drosophila LGR2 | HEK293 LGR2, CRE-luciferase, bursicon-stimulated, 4 h | inhibition, % at 9.99 µM | 0.35% of 380,000 active | AID 720647;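 active = drop in luminescence signal, shown as inhibition above about 50% in the replicate tests, limit read from the data, passing the limit was not always enough; inconclusive = probably only some replicates passing the limit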;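 also: agonist challenge used bursicon conditioned medium at about half maximal strength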
EWS-Fli inh = EWS/Fli transcriptional activity inhibition; A673 NR0B1-luciferase reporter, viability-normalised; AID 651661; inhibition, % at 12.6 µM; 0.67% of 350,000 active;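 active = mean inhibition of at least 50% after viability correction, with every replicate also passing that limit; inconclusive = mean reaches 50% but only one of two replicates passes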;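 also: firefly luciferase signal divided by Alamar Blue viability fluorescence both relative to DMSO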
PAX8 reporter = lowers PAX8-driven luciferase in RMG-I cells; RMG-I TPO-luciferase reporter, SteadyGlo, 24 h; inhibition, % at 12.6 µM; 1.2% of 360,000 active; AID 652154;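 active = mean replicate inhibition at least 60% with every replicate also reaching 60%; inconclusive = only one of the two criteria is met; inactive = mean below 60% and not all replicates reaching 60%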;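 also: luciferase light reporting Pax8 driven TPO promoter activity; plate controls were median of neutral control wells for no effect and mitoxantrone controls for full effect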
ARNT TACC3 PPI = ARNT/TACC3 interaction disruption; Q9Y6A5; AlphaScreen His-ARNT PAS-B/GST-TACC3 binding, luminescence; TACC3 fragment carries E629A point mutation; inhibition, % at 9.99 µM; 0.66% of 390,000 active;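 active = mean inhibition of replicates at least 50% and at least half of replicates each reaching 50%; inconclusive = half or more replicates reach 50% but mean below 50%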;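 also: 0% = complete ARNT plus TACC3 wells and 100% = ARNT alone without TACC3; many hits fall short of the cut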
SIRT5 inh = blocks human SIRT5 desuccinylation of peptide; Q9NXA8; Purified SirT5, succinyl-peptide AMC, trypsin-coupled fluorescence; inhibition, % at 15 µM; 1.1% of 330,000 active; in the data active = inhibition above about 15%; inconclusive = no clear call, values can overlap the other calls
Target sequence (Q9NXA8 whole entry, looked up): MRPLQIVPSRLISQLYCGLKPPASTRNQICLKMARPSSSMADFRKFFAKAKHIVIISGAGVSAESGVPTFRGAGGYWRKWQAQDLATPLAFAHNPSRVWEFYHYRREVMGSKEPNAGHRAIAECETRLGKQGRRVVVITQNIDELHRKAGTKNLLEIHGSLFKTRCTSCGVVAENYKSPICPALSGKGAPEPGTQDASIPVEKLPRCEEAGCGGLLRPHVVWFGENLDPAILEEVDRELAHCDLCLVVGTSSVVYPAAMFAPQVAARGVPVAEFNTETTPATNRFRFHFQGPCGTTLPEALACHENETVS
An asterisk follows results filed as active; ? = inconclusive; / = no result given; & = joins results of further samples.

SMILES	Casp6 inh	DENV2 CPE	LGR2 antag	EWS-Fli inh	PAX8 reporter	ARNT TACC3 PPI	SIRT5 inh
CN(C)C(CNC(=O)c1ccc(NS(=O)(=O)c2ccc(F)cc2)cc1)c1ccco1 (centres undefined)	-4	-2	-2	-2	1	-3	-1
COCC(=O)N(C)C[C@H]1Oc2ncc(C#C[C@@H](C)O)cc2C(=O)N([C@@H](C)CO)C[C@H]1C	4	-4	19	-2	/	-4	-5
Cc1noc(C)c1NC(=O)Nc1ccc2c(c1)C(=O)N([C@@H](C)CO)C[C@H](C)[C@@H](CN(C)S(=O)(=O)c1c(C)noc1C)OCCCC[C@@H](C)O2	-4	-1	-31	-12	-3	-2	-3
Cc1[nH]n(-c2ccccc2)c(=O)c1/C=N/N1CCOCC1	-2	14	3	-2	0	-2	-2
C[C@H]1CN([C@@H](C)CO)C(=O)Cc2cc(NC(=O)c3ccncc3)ccc2O[C@@H]1CN(C)S(C)(=O)=O	/	/	-10	-1	-9	/	/
Cc1cccc(-c2nc(CS(=O)CC(=O)NCCc3ccccc3)c(C)o2)c1 (centres undefined)	1	0	4	/	14	-8	-1
COCC(=O)N(C)C[C@@H]1Oc2cc(-c3ccc(C)cc3)ccc2S(=O)(=O)N([C@@H](C)CO)C[C@@H]1C	4	0	-2	-11	/	0	1
C[C@H](CO)N1C[C@H](C)[C@@H](CN(C)Cc2ccc(-c3ccccc3)cc2)Oc2ccc(NC(=O)Nc3ccc4c(c3)OCO4)cc2CC1=O	0	-3	22	3	37	-3	-1
O=C(O)C1CC2CCC1CC2 (centres undefined)	-1	-3	10	-7	15	0	/
CCOc1ccccc1NC1c2ccccc2C(=O)N1c1ccc(C)cn1 (centres undefined)	0	2	-29	-10	-54	3	-3
C#CCOCC1CNC(=S)O1 (centres undefined)	0	9	34	4	15	/	-7
CCN1CCN(C(=O)c2cc(COc3ccc(C(C)=O)cc3OC)on2)CC1	1	14	-44	/	-241	-2	0

Some of the entries above in a different format:
Order of values: Casp6 inh, DENV2 CPE, LGR2 antag, EWS-Fli inh, PAX8 reporter, ARNT TACC3 PPI, SIRT5 inh
- Cc1cccc(-c2nc(CS(=O)CC(=O)NCCc3ccccc3)c(C)o2)c1 (centres undefined)
→ 1, 0, 4, /, 14, -8, -1
- COCC(=O)N(C)C[C@@H]1Oc2cc(-c3ccc(C)cc3)ccc2S(=O)(=O)N([C@@H](C)CO)C[C@@H]1C
→ 4, 0, -2, -11, /, 0, 1
- C[C@H](CO)N1C[C@H](C)[C@@H](CN(C)Cc2ccc(-c3ccccc3)cc2)Oc2ccc(NC(=O)Nc3ccc4c(c3)OCO4)cc2CC1=O
→ 0, -3, 22, 3, 37, -3, -1
- O=C(O)C1CC2CCC1CC2 (centres undefined)
→ -1, -3, 10, -7, 15, 0, /
- CCOc1ccccc1NC1c2ccccc2C(=O)N1c1ccc(C)cn1 (centres undefined)
→ 0, 2, -29, -10, -54, 3, -3

Following part:
SMILES	Casp6 inh	DENV2 CPE	LGR2 antag	EWS-Fli inh	PAX8 reporter	ARNT TACC3 PPI	SIRT5 inh
Cc1ccc(S(=O)(=O)N(C)C[C@@H]2OCc3cn(nn3)CCCC(=O)N([C@H](C)CO)C[C@@H]2C)cc1	0	-1	-3	-5	/	0	0
N/C(=N\OC(=O)Cc1ccccc1[N+](=O)[O-])c1cccc(Br)c1	4	-6	-9	-12	27	/	-1
Nc1ncc(Br)cc1S(=O)(=O)NCCC(=O)NCCc1ccccc1	4	-5	-8	-22	-27	-5	0
O=C(Nc1cccc(Cl)c1)N[C@H]1CC[C@@H](CCNC(=O)C2CCCCC2)O[C@@H]1CO	1	8	4	-3	11	-4	-2
Cc1ccc(S(=O)(=O)N2CCC(=O)N([C@H](COCc3cccc(C)c3)C(C)C)CC2)cc1	1	-6	8	-4	8	/	/
CN(C)c1ccc(C(O)P(=O)(OC2CCCCC2)OC2CCCCC2)cc1 (centres undefined)	1	-2	0	4	-10	4	-4
CN(C)C(=O)c1cccc(-c2ccc([C@@H]3[C@@H](C#N)N(C(=O)C4CC4)[C@@H]3CO)cc2)c1	-3	-8	-1	-1	-12	-4	3
CC(=O)Nc1ccc(NC(=O)COC(=O)c2c(C)nn(-c3ccccc3)c2C)cc1	1	/	-8	0	-19	-4	-2
CCn1cc(C(=O)O)c(=O)c2cnc(N3CCN(C(=S)Nc4ccccc4)CC3)nc21	1	2	3	2	-15	9	0
CO[C@H]1CN(C)C(=O)c2cc(NC(=O)c3ccc(Oc4ccccc4)cc3)ccc2OC[C@@H](C)NC[C@@H]1C	6	7	-10	14	3	6	-5
CCNC(=S)/N=C(/Nc1ccc(OC)cc1)Nc1nc(C)cc(C)n1	-2	5	-6	-1	-10	/	-1
O=C(NNC(=S)Nc1ccc(Cl)c(Cl)c1)c1ccccn1	0	3	4	27	57	75*	-1
O=C(COC(=O)/C=C/c1ccco1)Nc1cccc([N+](=O)[O-])c1	29	4	-10	3	8	11	2
Cc1nc2sc(C(c3cccs3)N3CC(C)CC(C)C3)c(O)n2n1 (centres undefined)	1	2	/	1	6	-4	-1
CCCN1C[C@H](C)[C@H](OC)CN(C)C(=O)c2cc(NC(=O)C3CCC3)ccc2OC[C@H]1C	/	/	10	5	-17	-3	/
O=S(=O)(NC(=S)c1ccccc1)c1ccc(Cl)cc1	-3	6	3	12	-3	-3	-1
CCOCCCNCC(=O)NCC1CCCCC1	1	2	26	4	-1	-5	-5
COC(=O)CC1COc2ccccc2N1C(=O)c1ccc(Br)cc1 (centres undefined)	4	-3	15	9	19	3	0
O=[N+]([O-])c1ccc(NN=C2CC3CCC2C3)c([N+](=O)[O-])c1 (centres undefined)	-2	-4	8	-24	-7	/	/
O=C(N/N=C/c1ccncc1)C1CC1C(=O)N/N=C/c1ccncc1 (centres undefined)	/	/	5	/	10	2	/
O=C(CCCCCBr)N1CCC(CC2CC(c3cccc(Br)c3)=NO2)(C(=O)NCC2CCCCC2)CC1 (centres undefined)	-2	-12	-4	7	6	3	0
Cc1noc(C)c1S(=O)(=O)Nc1ccc2c(c1)CC(=O)N([C@@H](C)CO)C[C@H](C)[C@@H](CN(C)Cc1ccc(C(=O)Nc3ccccc3N)cc1)O2	1	-3	-8	4	-31	/	-9
O=C(CN1CSCC1=O)N1CCN(S(=O)(=O)c2ccc(Cl)cc2)CC1	2	-4	-11	1	2	-16	2
CCN(CC)CCn1c(=S)[nH]c2cc(C(=O)NCc3ccc(C)cc3)ccc2c1=O	3	2	1	-1	3	-1	-2
CCOc1ccc(C(C)NC(=O)C2CCCC2)cc1 (centres undefined)	-5	-1	7	14	3	0	1
O=C(c1ccc(Cl)c(NC2=NC3CS(=O)(=O)CC3S2)c1)N1CCN(c2ccc(F)cc2)CC1 (centres undefined)	-2	1	-14	-8	22	4	0
CC(=O)Nc1ccc(NC(=O)C2Cc3c(-c4ccc5c(c4)OCO5)ccnc3O2)cc1 (centres undefined)	0	-2	5	3	-12	/	-7
COC(=O)C1CCN(C(=O)COC(=O)c2cccc(NS(=O)(=O)c3ccccc3)c2)CC1	-2	-9	7	-5	2	/	2
CC1CC(C)CN(CCCNC(=O)c2ccc(CS(=O)(=O)Cc3cccc(Cl)c3)o2)C1 (centres undefined)	-13	12	-12	-8	-8	-5	-8
COc1cccc(S(=O)(=O)N(C)C[C@@H]2OCc3ccccc3-c3ccccc3C(=O)N([C@H](C)CO)C[C@H]2C)c1	0	-2	-15	2	3	10	-2
Cc1ccc(S(=O)(=O)N(C)C[C@@H]2OCCCC[C@H](C)Oc3ccc(NC(=O)Nc4ccc(F)cc4)cc3C(=O)N([C@H](C)CO)C[C@H]2C)cc1	0&1	?	6	14&10	64*	-8	3&-4
Cc1ccc(CN2C(=O)C(Cc3ccccc3)Nc3ncnc(N4CCN(c5ccccc5)CC4)c32)cc1 (centres undefined)	-3	2	10	-1	-31	-25	-5
CN(C)CC(CCC(CN(C)C)C(O)(c1ccccc1)c1ccccc1)C(O)(c1ccccc1)c1ccccc1 (centres undefined)	-38	-2	19	36	87*	/	-4
O=C(c1ccc2nc(N3CCCCC3)sc2c1)N1CCN(Cc2ccc3c(c2)OCO3)CC1	0	1	-49	-20	-24	5	2
C[C@@H]1CCCCO[C@@H](CN(C)CC2CCCCC2)[C@H](C)CN([C@@H](C)CO)C(=O)c2cc(NC(=O)Nc3ccc(F)cc3)ccc2O1	-1	29*	7	6	24	12	-5
Cc1ccc(CN2C(=O)c3ccccc3NC2c2ccccn2)cc1 (centres undefined)	3	0	12	4	-17	4	-5
Cn1c(=O)c2c(nc(Cc3ccccc3)n2C)n(C)c1=O	-16	-3	-9	-8	4	7	-7
OCCC1CN(Cc2ccn[nH]2)CCN1Cc1ccc(F)c(F)c1 (centres undefined)	2	5	-2	-10	-9	-26	/
CCCc1cc(C(=O)N(C)CC(=O)Nc2ccc(OCC)c(OCC)c2)sc1C	2	-1	-14	1	13	25	0
O=C(C[C@@H]1CC[C@H]2[C@@H](COC[C@@H](O)CN2S(=O)(=O)c2ccccc2)O1)Nc1ccc(-c2ccccc2)cc1	2	-5	43	11	32	15	0
COc1cccc(NC(=O)N(C)C[C@H]2Oc3cc(C#CC4(O)CCCC4)ccc3S(=O)(=O)N([C@H](C)CO)C[C@@H]2C)c1	0	-4	-17	-5	-5	1	3
Cc1ccc(S(=O)(=O)N2C[C@H]3[C@H]4C(=O)N(c5ccccc5)C(=O)[C@H]4C[C@H](OC(=O)Nc4cccs4)[C@@]3(O)C2)cc1	10	?	3	2	22	/	-2
NS(=O)(=O)c1ccc(-c2ccc(/C=N/NC(=O)c3ccc([N+](=O)[O-])cc3)o2)cc1	-1	-4	4	4	18	8	2
COc1ccc(OCC(=O)Nc2ccc3nc(C)sc3c2)cc1	1	-10	8	7	-2	-11	2
CCCCc1cc(=O)oc2cc(OCC(=O)Nc3ccccn3)ccc12	2	-3	-21	-81	-147	-7	-5
CCNc1sc(S(C)(=O)=O)nc1S(=O)(=O)c1ccc(Cl)cc1	-4	-3	-36	10	-8	-2	0
CCn1c(CSc2nnc(-c3ccncc3)n2C)nc2cc(C(=O)O)ccc21	1	-6	2	-8	-1	-2	0
CCOc1cc(C(=O)NCc2ccc3c(c2)OCO3)cc(OCC)c1OCC	-4	3	-5	12	16	-3	-5
Cc1cccc(C)c1N1CCN(C(=O)c2ccc3c(c2)OCO3)CC1	2	-2	13	/	4	-24	0
O=C(NC(Cc1cccc(F)c1)C(=O)O)C1CCCCC1 (centres undefined)	0	-6	3	-3	-5	-14	-2
C[C@@H]1CN([C@@H](C)CO)C(=O)Cc2cc(NS(=O)(=O)c3cccs3)ccc2O[C@@H]1CN(C)C(=O)Nc1ccc2c(c1)OCO2	2	13	4	-3	/	0	7
CO[C@@H]1CN(C)C(=O)c2cc(NC(C)=O)ccc2OC[C@@H](C)N(S(=O)(=O)c2cn(C)cn2)C[C@H]1C	-1	2	-17	5	/	-3	-5
CC(=O)OCC(=O)[C@@]12OC(C)(C)O[C@@H]1CC1C3C[C@H](F)C4=CC(=O)C=CC4(C)[C@@]3(F)C(O)CC12C (some centres undefined)	1	-10	-2	-3	-8	-3	-3
O=C(C[C@H]1CC[C@@H]2[C@H](COC[C@@H](O)CN2C(=O)c2ccccc2F)O1)N1CCN(c2ccccc2)CC1	-3	-4	-13	5	3	8	5
C[C@@H]1CN([C@H](C)CO)S(=O)(=O)c2ccc(C3=CCCCC3)cc2O[C@@H]1CN(C)C(=O)c1ccc(F)cc1	-1	-5	12	12	27	-5	14
O=C(NCc1ccccn1)C1CCN(S(=O)(=O)c2ccccc2F)CC1	0	4	1	6	-6	/	-5
O=C(NCC(=O)N1CCCC1)c1ccc(Br)cc1	0	-2	7	-10	-27	3	-4
CN1CCCC(OC(=O)c2cc(Cl)cc(Cl)c2)C1 (centres undefined)	8	-5	-19	0	1	0	-2
Cc1ccc(CNC(=O)CCNS(=O)(=O)c2ccc(Br)s2)cc1	2	5	-7	5	15	2	/
Cc1nc2ccccc2c(=O)n1-c1cccc(NS(=O)(=O)c2ccccc2)c1	1	6	-11	5	12	2	-1
CC1=Nn2c(nc3sc4c(c3c2=O)CCCC4)SC1	/	/	-22	/	-81	-2	/

Rows are unselected; any-hit rate near 4.9%.
